Bioassay records deposited in PubChem by National Center for Advancing Translational Sciences (NCATS).
Luc counter: counter-screen: inhibitors of Kinase-Glo firefly luciferase; actives 0.28% (n = 200,000); Potency, µM (titrated, usually from 38.3 µM), for the others: at the highest dose activity change, negative = inhibition, hits mostly inhibitors; Kinase-Glo luciferase, ATP luminescence, 8 min; note: potency is the fitted concentration of half-maximal effect; % is set by controls: 0 for no effect and ±100 for the full control effect; nearly all actives have a fitted effect of over 60% in size
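Light output from Kinase-Glo luciferase with luciferin and 10 uM ATP in 50 mM imidazole pH 7.2, KCl, MgCl2, Tween 20, BSA; compound pin-delivered, 8-min ambient incubation, then luminescence read.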
IMPase Li inh: cell-permeable IMPase inhibitors with lithium potentiation | CHO-M1 cells, IP1 TR-FRET (IP-One), carbachol + lithium | Potency, µM (series often up to 59.4 µM), for inactives: top-dose activity, negative = IMPase inhibition, most hits filed as inhibitors | actives 0.35% (n = 210,000) | AID 1457;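 note: IP1 builds up when IMPase is blocked and the TR-FRET signal falls; potency is the fitted concentration of half-maximal effect; plate controls were basal vehicle for no effect and high inhibitor control for full effect; nearly all actives have a fitted effect of over 50% in size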
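Steps: plate 2000 CHO-M1 cells per well and culture 16–30 h; add compound and lithium; incubate 30 min, 37C; add d2-IP1 tracer and Eu cryptate anti-IP1 antibody in lysis buffer; read after 10 min at room temperature.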
CBFb RUNX1 block: CBF-beta/RUNX1 interaction disruption; Q01196+Q13951; AlphaScreen CBFb-His/RUNX1-biotin binding, biochemical; Potency, µM (titrated, usually from 59.8 µM), for inactives: top-dose activity, negative = inhibition, usual class: inhibitors; 230,000 tested, under 10 active; AID 1477; note: % of control where 0% means no effect
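AlphaScreen binding: CBFb-His and RUNX1-biotin (30 nM each) preincubated 20 min, compound added for 15 min, then nickel and streptavidin beads for 90 min, all at room temperature. Disruption of the interaction by any mechanism counts as activity.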
Epigenetic derep: derepresses silenced GFP reporter in murine cells. murine LDR cells, GFP reporter derepression, 30 h. Potency, µM (series often up to 53.9 µM), for inactives: at the top dose GFP activation, most hits filed as activators. actives 0.2% (n = 280,000). AID 1865; note: potency is the fitted concentration of half-maximal effect; % of control where 0% means no effect; nearly all actives have a fitted effect of over 60% in size
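Readout is the number of GFP-expressing murine LDR cells, counted by cytometry following washing. Cells were treated with compound for 30 h at 37 C; the stably integrated CMV-GFP locus is normally silent.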
HttQ103 aggreg: mutant huntingtin aggregation inhibition; Potency, µM (titrated, usually from 46.1 µM), without a hit: at the top dose activity change, negative = inhibition, actives largely listed as inhibitors; actives 1.1% (n = 220,000); PC12 HttQ103-GFP aggregates, Acumen cytometry, 40 h; note: potency is the fitted concentration of half-maximal effect; % is set by controls: 0 for no effect and ±100 for the full control effect; nearly all actives have a fitted effect of over 60% in size
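Inducible Q103 Huntingtin exon 1–GFP PC12 line, 1500 cells/well in phenol red free DMEM with 5% equine and 5% calf serum. Tebufenozide 100 nM induced expression; compounds titrated; aggregates quantified by cytometry.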
NPSR antagonist: antagonists of human neuropeptide S receptor cAMP signaling; AID 1461; Potency, µM (titrated, usually from 38.3 µM), for inactives: at the highest dose activity change, negative = inhibition, usual class: inhibitors; actives 1% (n = 220,000); CHO-NPSR cells, cAMP TR-FRET, antagonist mode; note: potency is the fitted concentration of half-maximal effect; % is set by controls: 0 for no effect and ±100 for the full control effect; nearly all actives have a fitted effect of over 50% in size; many of its hits are not listed in these tables
L3MBTL1 block: blocks human L3MBTL1. AID 485360. Potency, µM (titrated, usually from 57.1 µM), inactives show at the highest dose activity, negative = inhibition, actives largely listed as inhibitors. AlphaScreen L3MBTL1–H3K9me1 peptide binding. Q9Y468. actives 0.66% (n = 230,000); note: potency is the fitted concentration of half-maximal effect; % is set by controls: 0 for no effect and ±100 for the full control effect; nearly all actives have a fitted effect of over 60% in size
Target sequence (Q9Y468 whole entry, looked up): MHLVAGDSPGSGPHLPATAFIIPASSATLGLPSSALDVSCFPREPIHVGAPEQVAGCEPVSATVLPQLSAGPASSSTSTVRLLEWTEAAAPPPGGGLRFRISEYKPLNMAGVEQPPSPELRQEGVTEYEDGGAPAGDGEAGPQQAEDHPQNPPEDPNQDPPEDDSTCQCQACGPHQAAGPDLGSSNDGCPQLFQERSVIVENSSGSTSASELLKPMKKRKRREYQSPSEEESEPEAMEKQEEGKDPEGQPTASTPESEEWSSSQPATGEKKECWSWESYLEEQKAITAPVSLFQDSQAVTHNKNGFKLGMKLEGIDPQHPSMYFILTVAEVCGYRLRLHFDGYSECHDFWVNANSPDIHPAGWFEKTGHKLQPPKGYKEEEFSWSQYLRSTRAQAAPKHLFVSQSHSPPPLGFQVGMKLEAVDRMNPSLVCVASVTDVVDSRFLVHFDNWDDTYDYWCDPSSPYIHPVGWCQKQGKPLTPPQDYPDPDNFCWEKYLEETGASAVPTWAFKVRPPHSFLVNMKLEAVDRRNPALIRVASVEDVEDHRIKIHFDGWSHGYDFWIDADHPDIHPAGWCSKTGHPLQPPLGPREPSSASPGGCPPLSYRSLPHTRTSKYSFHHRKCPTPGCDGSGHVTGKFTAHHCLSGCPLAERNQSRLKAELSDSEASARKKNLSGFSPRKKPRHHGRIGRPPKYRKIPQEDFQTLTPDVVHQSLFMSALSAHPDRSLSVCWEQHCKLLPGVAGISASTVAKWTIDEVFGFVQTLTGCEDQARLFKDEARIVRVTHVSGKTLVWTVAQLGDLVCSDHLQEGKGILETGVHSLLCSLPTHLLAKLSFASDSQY
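First, the protein-peptide complex forms for 30 min at room temperature (L3MBTL1 50 nM, biotinylated H3K9me1 peptide 75 nM). Next, compounds are pin-transferred and incubated 30 min. Finally, AlphaScreen beads are added and read after 30 min.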
Starred values were filed as active, the others as inactive; [ ] = another dose, or the depositor's remark. Calls come from the whole dose curve; as a rule, active = well fitted curve in the direction sought with a large enough effect; inconclusive = small, poorly fitted or top-dose-only effect, or another doubt; inactive = no such curve, though single readings can be large; an effect the other way counts as inactive or inconclusive.

Results for O=C(CCc1nc(-c2ccccc2F)no1)NC1CCN(Cc2ccccc2)CC1 ?
Luc counter: -1%; IMPase Li inh: -1%[38.3 µM]; CBFb RUNX1 block: 4%; Epigenetic derep: -1.6%; HttQ103 aggreg: -21%; NPSR antagonist: -14%[46.1 µM]; L3MBTL1 block: 21%

What do the screens show for `CC1CN(C(=O)c2cccc(C(=O)N3CC(C)OC(C)C3)c2)CC(C)O1` (configuration not stated)?
Luc counter: -5%; IMPase Li inh: inconclusive; CBFb RUNX1 block: 8%; Epigenetic derep: -0.7%; HttQ103 aggreg: 13%; NPSR antagonist: 10%[46.1 µM]; L3MBTL1 block: -2%

How did O=C(NCCCN1CCOCC1)C(=O)NCc1ccc(Cl)cc1 do in these assays?
Luc counter: -4%; IMPase Li inh: 5%; CBFb RUNX1 block: 7%; Epigenetic derep: -1.1%; NPSR antagonist: 1%; L3MBTL1 block: -1%

What do the screens show for `Cc1ccccc1Cn1cnc2c(nnn2Cc2ccc(F)cc2)c1=O`?
Luc counter: 1%; IMPase Li inh: 3%[38.3 µM]; CBFb RUNX1 block: 6%; Epigenetic derep: -0.9%; HttQ103 aggreg: 27%; NPSR antagonist: -14%[46.1 µM]; L3MBTL1 block: -5%

What do the screens show for `CCN(CC)C(=O)N1CCC(NC(=O)c2ccccc2)CC1`?
Luc counter: 1%; IMPase Li inh: -3%[38.3 µM]; CBFb RUNX1 block: 3%; Epigenetic derep: -0.9%; HttQ103 aggreg: 19%; NPSR antagonist: inconclusive; L3MBTL1 block: 5%

What do the screens show for `Cc1ccc(S(=O)(=O)NNC(=S)NCCc2ccccc2)cc1`?
CBFb RUNX1 block: 3%; Epigenetic derep: 1.2%; HttQ103 aggreg: 12%[9.22 µM]; NPSR antagonist: -13%; L3MBTL1 block: -1%

What do the screens show for `O=C1c2cccc3cccc(c23)C(=O)N1CCN1CCN(CC(O)COc2ccccc2)CC1` (configuration not stated)?
Luc counter: -1%; IMPase Li inh: 6%; CBFb RUNX1 block: 0%; Epigenetic derep: 1.0%; HttQ103 aggreg: -10%; NPSR antagonist: -5%[46.1 µM]; L3MBTL1 block: -2%

Results for CC(C)CC(=O)NCCc1ccncc1 ?
Luc counter: 1%; IMPase Li inh: 14%[38.3 µM]; CBFb RUNX1 block: 9%; Epigenetic derep: -3.8%; HttQ103 aggreg: 1%; NPSR antagonist: -8%[46.1 µM]

How did Cc1ccc(C)c(-n2c(SCC(=O)Nc3nnc(C)s3)nnc2-c2ccoc2C)c1 do in these assays?
Luc counter: -2%; IMPase Li inh: -6%[38.3 µM]; CBFb RUNX1 block: 1%; Epigenetic derep: 0.0%; HttQ103 aggreg: -4%; NPSR antagonist: -15%[46.1 µM]; L3MBTL1 block: 4%

How did COc1ccc2c(c1)-c1nc(NC(=O)c3cccs3)sc1CC2 do in these assays?
Luc counter: -2%; IMPase Li inh: 23%[38.3 µM]; CBFb RUNX1 block: 13%; Epigenetic derep: -2.2%; HttQ103 aggreg: inconclusive; NPSR antagonist: inconclusive; L3MBTL1 block: 5%

Results for CCOc1ccc(CCNC(=O)Cc2nn[nH]n2)cc1OCC ?
Luc counter: 3%; IMPase Li inh: 17%[38.3 µM]; CBFb RUNX1 block: 1%; Epigenetic derep: 0.0%; HttQ103 aggreg: -12%; NPSR antagonist: -3%[46.1 µM]

What do the screens show for `COc1cccc(C2c3c(C)nn(-c4ccc([N+](=O)[O-])cc4)c3N=C3C(=O)Nc4ccccc4N32)c1` (configuration not stated)?
Luc counter: -2%; IMPase Li inh: 3%; CBFb RUNX1 block: -6%; Epigenetic derep: -0.6%; HttQ103 aggreg: 2%; NPSR antagonist: -23%; L3MBTL1 block: -19%

Results for COc1cc(/C=N/N2CCOCC2)ccc1OC(=O)c1ccco1 ?
Luc counter: inconclusive; IMPase Li inh: 9%; CBFb RUNX1 block: -6%; Epigenetic derep: 0.3%; HttQ103 aggreg: 12%; NPSR antagonist: 1%; L3MBTL1 block: -10%

Results for [N-]=[N+]=CC(=O)C(c1ccccc1)(c1ccccc1)c1ccccc1 ?
CBFb RUNX1 block: 8%; Epigenetic derep: 0.1%; HttQ103 aggreg: -9%[9.22 µM]; NPSR antagonist: inconclusive

How did O=C(Cc1ccccc1)Nc1ccccc1C(=O)N1CCCCCC1 do in these assays?
Luc counter: -2%; IMPase Li inh: 3%; CBFb RUNX1 block: 7%; Epigenetic derep: -1.1%; HttQ103 aggreg: 3%; NPSR antagonist: 12%; L3MBTL1 block: -2%

How did COc1ccc(-c2cn(-c3ccc(C)cc3)c(=O)n2CC(=O)Nc2ccc(OC)cc2OC)cc1 do in these assays?
Luc counter: -3%; IMPase Li inh: 29%[38.3 µM]; CBFb RUNX1 block: inconclusive; Epigenetic derep: -1.7%; HttQ103 aggreg: -2%; NPSR antagonist: inconclusive

What do the screens show for `Cc1ccc2occ(/C=C/C(=O)O)c(=O)c2c1`?
Luc counter: -10%; IMPase Li inh: -10%[38.3 µM]; CBFb RUNX1 block: 4%; Epigenetic derep: 0.0%; HttQ103 aggreg: 2%; NPSR antagonist: -6%[46.1 µM]; L3MBTL1 block: 1%

Results for Cc1cc(C)c(OCC(=O)N/N=C/c2ccc3c(c2)OCO3)c(C)c1 ?
Luc counter: -2%; IMPase Li inh: 3%; CBFb RUNX1 block: 2%; Epigenetic derep: 8.5%; HttQ103 aggreg: -11%; NPSR antagonist: 0%; L3MBTL1 block: 13%

What do the screens show for `COc1ccc(C2c3ccc(O)cc3Oc3ncn(CCCO)c(=N)c32)cc1` (configuration not stated)?
CBFb RUNX1 block: -5%; Epigenetic derep: 0.2%; HttQ103 aggreg: 4%[9.22 µM]; NPSR antagonist: 23%; L3MBTL1 block: 10%

What do the screens show for `CCN(CC)S(=O)(=O)c1cccc(NC(=O)COC(=O)CNC(=O)c2cccc(F)c2)c1`?
CBFb RUNX1 block: 4%; Epigenetic derep: -3.1%; HttQ103 aggreg: -16%[9.22 µM]; NPSR antagonist: 2%

How did O=C1C(=Cc2ccco2)C(=O)c2ccccc21 do in these assays?
Luc counter: -20%; IMPase Li inh: 0%; CBFb RUNX1 block: inconclusive; Epigenetic derep: 0.0%; HttQ103 aggreg: inconclusive; NPSR antagonist: -12%; L3MBTL1 block: inconclusive

What do the screens show for `COc1ccc(OC)c(NC(=O)CNC(=O)c2ccc([N+](=O)[O-])cc2)c1`?
Luc counter: 2%; IMPase Li inh: 5%; CBFb RUNX1 block: 15%; Epigenetic derep: 0.9%; HttQ103 aggreg: 16%; NPSR antagonist: 1%; L3MBTL1 block: -3%

How did Cc1c(NC(=O)Nc2c(Cl)cccc2Cl)c(=O)n(-c2ccccc2)n1C do in these assays?
Luc counter: -2%[7.66 µM]; IMPase Li inh: -2%; CBFb RUNX1 block: -4%; Epigenetic derep: -1.0%; HttQ103 aggreg: 2%[9.22 µM]; NPSR antagonist: -24%; L3MBTL1 block: 7%

Results for CCOC(=O)C(C(=O)OCC)C(C(=O)OCC)N1CCOCC1 (configuration not stated) ?
Luc counter: -5%; IMPase Li inh: 32%[activator][38.3 µM]; CBFb RUNX1 block: 15%; Epigenetic derep: 0.0%; HttQ103 aggreg: 12%; NPSR antagonist: inconclusive

Results for CCC(NC(=O)NCc1ccc2c(c1)OCO2)(C(F)(F)F)C(F)(F)F ?
Luc counter: 1%; IMPase Li inh: 15%[38.3 µM]; CBFb RUNX1 block: 6%; Epigenetic derep: -0.1%; HttQ103 aggreg: -6%; NPSR antagonist: 3%[46.1 µM]

Results for COC(=O)c1ccc(C(NC(=O)OCc2ccccc2)/C(F)=C/[C@@H](C)C(=O)NCCc2c[nH]c3ccc(OC)cc23)cc1 (some centres not stated) ?
Luc counter: 4%; IMPase Li inh: 0%; CBFb RUNX1 block: -14%; Epigenetic derep: -0.2%

Results for Cc1cc(C)cc(NC(=O)CSc2nc3c(oc4ccccc43)c(=O)n2-c2ccccc2)c1 ?
Luc counter: 1%; IMPase Li inh: 3%; CBFb RUNX1 block: 0%; Epigenetic derep: 0.0%; HttQ103 aggreg: -19%; NPSR antagonist: -2%; L3MBTL1 block: inconclusive

Results for Cc1ccccc1-n1c(-c2ccoc2C)n[nH]c1=S ?
Luc counter: 1%; IMPase Li inh: -1%; CBFb RUNX1 block: -3%; Epigenetic derep: -1.0%; HttQ103 aggreg: -29%; NPSR antagonist: 4%; L3MBTL1 block: 0%

How did O=C(CCC(=O)N1CCN(S(=O)(=O)c2ccc3ccccc3c2)CC1)Nc1cc(Cl)cc(Cl)c1 do in these assays?
Luc counter: 0%; IMPase Li inh: 16%; CBFb RUNX1 block: 3%; Epigenetic derep: -0.6%; HttQ103 aggreg: -8%; NPSR antagonist: -19%; L3MBTL1 block: 0%

What do the screens show for `CSc1ccc(C#N)cc1NC(=O)c1ccc(Cl)cc1Cl`?
Luc counter: 6%; IMPase Li inh: -20%; CBFb RUNX1 block: 10%; Epigenetic derep: 7.3%; HttQ103 aggreg: -5%; NPSR antagonist: 3%[46.1 µM]; L3MBTL1 block: 8%

What do the screens show for `CC(=O)c1cc(-c2ccccc2)n(CCC(=O)NC(C)(C)C)c1C`?
Luc counter: 3%; IMPase Li inh: -6%; CBFb RUNX1 block: -5%; Epigenetic derep: 3.2%; HttQ103 aggreg: -21%; NPSR antagonist: -1%

How did CCn1cc(C(=O)OCC(=O)Nc2cccc(S(=O)(=O)N3CCOCC3)c2)c(=O)c2ccc(C)nc21 do in these assays?
Luc counter: 2%; IMPase Li inh: 44%[activator][38.3 µM]; CBFb RUNX1 block: 0%; Epigenetic derep: 2.3%; HttQ103 aggreg: 4%; NPSR antagonist: -11%[46.1 µM]

Results for COC(=O)C1=C(C(=O)OC)[C@@H]2N(C)c3ccccc3[C@@]23C[C@@H](CO)N(C(=O)C2CCC2)C3=N1 ?
Luc counter: -5%[7.66 µM]; IMPase Li inh: 5%; CBFb RUNX1 block: 2%[13.1 µM]

What do the screens show for `Cn1ccnc1C1CCCCN1Cc1nc(-c2ccc(Cl)cc2)no1` (configuration not stated)?
Luc counter: -5%; IMPase Li inh: 34%[activator]; CBFb RUNX1 block: 3%; Epigenetic derep: -2.7%; HttQ103 aggreg: -2%[9.22 µM]; NPSR antagonist: -38%; L3MBTL1 block: -18%

What do the screens show for `COC(=O)N/N=C\c1cc2c(cc1Br)OCO2`?
Luc counter: -3%; IMPase Li inh: -4%; CBFb RUNX1 block: 1%; Epigenetic derep: 3.5%; HttQ103 aggreg: 1%; NPSR antagonist: -7%

A portion of the library. The share of hits here may be higher or lower than overall.
